Assay outcomes (PubChem)
Myeloid diff MLP: compounds promoting myeloid differentiation. AID 624256. 360,000 tested, 1% active. ER-HoxA9 myeloid progenitors, lysozyme-GFP differentiation, flow cytometry. calls only at 10 µM;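 active = normalized GFP-positive differentiation at or above the plate's own cutoff, the solvent-only control mean plus 3 SD; inconclusive = no clear call, values can overlap the other calls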;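 note: cells exposed to compound for four days before flow analysis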
Salmonella PhoP GFP: inhibitors of PhoP regulon expression, primary screen, Salmonella Typhimurium, GFP reporter (AID 1863). S. Typhimurium PhoP-regulated promoter GFP reporter, 4 h; higher % means a stronger effect. one-dose inhibition, % at 50 µM; IC50 in µM for titrated hits. 300,000 tested, 0.16% active;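 active = inhibition over 29.93%, a cutoff 3 SD above the screen mean, later confirmed by dose response; inconclusive = inhibition over 29.93% but no dose response follow-up; inactive = inhibition at most 29.93% or unconfirmed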;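 note: 0% = low Mg2+ inducing control and 100% = high Mg2+ repressing control; strong numbers were not always called active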
PMI inhibitors: inhibitors of human PMI, primary screen, biochemical, fluorescence intensity, coupled assay (AID 1209) | purified PMI enzyme, coupled fluorescence intensity; higher % means a stronger effect | inhibition, % at 20 µM, or IC50 in µM where a hit was titrated | 190,000 tested, 0.42% active;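 note: plate controls were DMSO vehicle for no effect and wells lacking substrate for full effect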
Siah-1 displacement: blockers of Siah-1 interaction with plectin peptide – biochemical, fluorescence polarization, rhodamine-plectin, uHTS, primary screen (AID 1817); displacement, % at 20 µM, or IC50 in µM where a hit was titrated; Siah-1 / rhodamine-plectin peptide fluorescence polarization; higher % means a stronger effect; 290,000 tested, 0.02% active;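 active = displacement of at least 50% at 20 µM, with a fluorescence ratio check between 0.3 and a set limit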;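 note: plate controls were Siah plus tracer with DMSO for no effect and tracer alone without Siah for full effect; strong numbers were not always called active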
TNAP activators: human TNAP enzyme activators, primary screen, biochemical, luminescent, no phosphate acceptor, uHTS (AID 1001); purified TNAP, luminescent activation assay, no phosphate acceptor; higher activation fold means a stronger effect; 200,000 tested, 0.03% active; activation fold at 20 µM; hits with a dose series show EC50 in µM; in the data active = activation fold from about 3, or a potency from the dose series; inactive = the rest, 99 in 100 with activation fold below about 1.6; note: many of its hits are not listed in these tables
XIAP displacement: XIAP antagonists, biochemical, IAP family, fluorescence polarization (AID 1018). XIAP BIR domain, fluorescence polarization peptide displacement; higher % means a stronger effect. displacement, % at 20 µM; hits with a dose series show IC50 in µM. 200,000 tested, 0.007% active; in the data active = displacement above about 50%; note: a part of the inactive calls stands beside numbers as strong as those of hits
RSV CPE inhibition: RSV antiviral activity via CPE protection, HEp-2 cells, primary 10 µM value included (AID 2391); HEp-2 cells, RSV-induced CPE inhibition; higher % means a stronger effect; CPE inhibition, % at 10 µM; hits with a dose series show IC50 in µM; 310,000 tested, 0.13% active; in the data active = a potency from the dose series; inconclusive = CPE inhibition mostly from about 23% at the one dose, without a potency; inactive = the rest, 99 in 100 with CPE inhibition below about 21%; note: strong numbers were not always called active
PMI inhibition: MPI inhibition at elevated mannose 6-phosphate – biochemical, fluorescence intensity, high mannose 6-phosphate, primary screen (AID 1220); recombinant PMI enzyme, coupled fluorescence intensity; higher % means a stronger effect; inhibition, % at 20 µM, or IC50 in µM where a hit was titrated; 190,000 tested, 0.66% active
WT yeast gro inh: growth inhibition of WT yeast, mitochondrial fusion screen; mitochondrial fusion phenotypic screen, WT strain; 190,000 tested, 2.1% active; inhibition, % at 10 µM; in the data active = inhibition above about 58%; tested in S. cerevisiae
WT yeast gro inh mutant strain: further read-out of WT yeast gro inh, marked with its call; inhibition, %; mitochondrial fusion phenotypic screen, mutant strain inhibition
Myeloid diff MLP GFP+ MAC1+ %: recorded beside Myeloid diff MLP, whose call it bears; GFP+ MAC1+ double positive, %; measured here: differentiation confirmed by MAC1 staining
Numbers without * were called inactive; i = inactive; ? = inconclusive; . = not tested or not shown; + = active, no number. Cut-off read from the data, not from the text of the source, unless noted: active = inhibition above about 50%; inactive = the rest.

Each structure is followed by: Myeloid diff MLP	Myeloid diff MLP GFP+ MAC1+ %	Salmonella PhoP GFP	PMI inhibitors	Siah-1 displacement	TNAP activators	XIAP displacement	RSV CPE inhibition	PMI inhibition	WT yeast gro inh	WT yeast gro inh mutant strain
[1] Cc1cc(C)c2nc3c(c(C(=O)O)c2c1)CCC3
  i	1.1	11%	1%	0%	1.1	-5.9%	1.2%	-17%	22	10
[2] Cc1ccc(C)n1-n1cnc2scc(-c3cccs3)c2c1=O
  i	0.7	5%	4%	4%	1.1	-3.5%	-1.8%	-1%	14	6
[3] CCCn1c2ccc(F)cc2c2nnc(SCCN3CCCCC3)nc21
  i	0.2	0%	.	-2%	.	.	0.2%	.	.	.
[4] NS(=O)(=O)c1ccc(NC(=O)COC(=O)CCC2CCCC2)cc1
  i	0.2	-2%	8%	-1%	1.1	-1.7%	3.0%	4%	10	6
[5] CCOC(=O)c1c(-c2ccc(OCC)cc2)csc1NC(=O)CCN1C(=O)c2ccccc2C1=O
  .	.	-11%	12%	2%	1.1	-1.5%	1.1%	5%	-5	-1
[6] COc1cc(/C=N/N=C(/N)c2nonc2N)cc(Br)c1OCc1ccccc1C
  i	0.5	-6%	9%	2%	1	-4.9%	?	5%	13	4
[7] CCc1ccc(NC(=O)c2ccc3c(c2)C(=O)N(CCOC)C3Nc2ccc(CC)cc2)cc1 (stereo not given)
  i	3.5	-8%	-14%	-1%	1	-4.7%	1.1%	0%	-11	-6
[8] O=S(=O)(Oc1ccc(C(=S)N2CCOCC2)cc1)c1ccc(Cl)cc1
  i	0.5	-9%	.	-1%	.	.	13%	.	.	.
[9] N/C(=N\OC(=O)Cc1ccc(-c2ccccc2)cc1)c1ccccn1
  i	1.0	3%	2%	12%	1.1	-3.1%	12%	11%	62*	55*
[10] COc1cc(NC(=O)c2ccc(Br)o2)ccc1NC(=O)c1ccccc1Cl
  i	6.1	2%	10%	5%	1.1	-23%	2.8%	5%	5	0
[11] COc1ccc(CNC(=O)C2CCCN(S(=O)(=O)c3cc(C)ccc3OC)C2)cc1 (stereo not given)
  i	5.0	-3%	13%	0%	1	-3.0%	1.5%	0%	9	18
[12] Cc1cc(NC(=O)c2cc(-c3ccc(OC(C)C)cc3)nc3ccccc23)no1
  i	1.1	0%	.	-1%	.	.	3.8%	.	.	.
[13] Cc1c(C(=O)N2CCC(N3CCSCC3)CC2)oc2c(F)cccc12
  i	0.5	-7%	.	5%	.	.	-1.1%	.	.	.
[14] O=C(Nc1ccccc1F)C1CCN(C(=O)NC2CCCCC2)CC1
  i	1.2	6%	.	2%	.	.	1.9%	.	.	.
[15] O=C(NCCN1CCOCC1)c1c(O)nc2ccccn2c1=O
  i	0.8	-4%	.	4%	.	.	0.7%	.	.	.
[16] COC(=O)[C@@H](N)CS
  i	1.7	0%	9%	-3%	1.1	-8.5%	-0.2%	-40%	-6	-8
[17] CC(C)Cc1ccc(S(=O)(=O)N2CCN(c3ccccn3)CC2)cc1
  i	1.0	-4%	.	3%	.	.	0.5%	.	.	.
[18] CCn1nc(C)c(CNC(=O)c2cc(COc3ccccc3SC)on2)c1C
  i	2.2	0%	.	-2%	.	.	5.7%	.	.	.
[19] Cc1ccc(CNC(=O)c2ccc(S(=O)(=O)N(C)C)cc2)n1C
  i	0.6	0%	.	6%	.	.	2.4%	.	.	.
[20] Cc1cccc(C)c1OC(=O)CN1C(=O)c2ccccc2C1=O
  i	0.4	2%	.	-2%	.	.	1.4%	.	.	.

One compound at a time (already shown). Values in the order: Myeloid diff MLP, Myeloid diff MLP GFP+ MAC1+ %, Salmonella PhoP GFP, PMI inhibitors, Siah-1 displacement, TNAP activators, XIAP displacement, RSV CPE inhibition, PMI inhibition, WT yeast gro inh, WT yeast gro inh mutant strain
CCn1nc(C)c(CNC(=O)c2cc(COc3ccccc3SC)on2)c1C is listed as i, 2.2, 0%, ., -2%, ., ., 5.7%, ., ., .
O=C(Nc1ccccc1F)C1CCN(C(=O)NC2CCCCC2)CC1 is listed as i, 1.2, 6%, ., 2%, ., ., 1.9%, ., ., .
O=C(NCCN1CCOCC1)c1c(O)nc2ccccn2c1=O is listed as i, 0.8, -4%, ., 4%, ., ., 0.7%, ., ., .

Next part.
Each structure is followed by: Myeloid diff MLP	Myeloid diff MLP GFP+ MAC1+ %	Salmonella PhoP GFP	PMI inhibitors	Siah-1 displacement	TNAP activators	XIAP displacement	RSV CPE inhibition	PMI inhibition	WT yeast gro inh	WT yeast gro inh mutant strain
[21] Cc1ccc(O)c(-c2cc(C(=O)NCc3ccc4c(c3)OCO4)[nH]n2)c1
  i	0.8	2%	-5%	2%	2.3	-0.4%	3.1%	-12%	0	-10
[22] CC1(C)CC(=O)C(C=NCCN2CCN(CCc3ccccc3)CC2)=C(O)C1
  i	0.3	21%	-16%	-3%	1.1	-5.2%	-2.5%	-15%	-12	-16
[23] Cc1cc(N(C)Cc2ccccc2)nc2cc(O)ccc12
  i	0.3	9%	.	2%	.	.	9.8%	.	.	.
[24] O=C(CCCN1C(=O)C2CCCCN2C1=O)N1CCN(c2ccc([N+](=O)[O-])cc2)CC1 (stereo not given)
  ?	.	-1%	12%	2%	0.9	-0.6%	0.6%	10%	18	25
[25] COc1ccc2nc3oc(C(=O)N4CCN(c5cccc(C(F)(F)F)c5)CC4)cc3cc2c1
  i	0.7	-3%	12%	1%	1	-1.4%	4.9%	13%	3	4
[26] Cc1nn2c(-c3ccc(S(=O)(=O)N4CCN(C)CC4)o3)nnc2c2ccccc12
  i	2.0	2%	.	-3%	.	.	-1.9%	.	.	.
[27] CCN(CC)C(=O)c1[nH]cnc1C(=O)N[C@@H](Cc1ccccc1)C(=O)OC(C)(C)C
  i	0.0	12%	.	-1%	.	.	-0.5%	.	.	.
[28] Cc1ccc(-c2c(C#N)c(N)nc3c2CCCCCC3)o1
  i	7.8	1%	-3%	-1%	1.1	-0.7%	1.3%	0%	13	-1
[29] COc1ccc(Cn2c(O)c(C=Nc3ccc(C)cc3)c3ccccc3c2=O)cc1
  i	0.4	-14%	2%	1%	1	-1.0%	-0.8%	10%	-3	15
[30] COc1ccc(CCNS(=O)(=O)c2cccc([N+](=O)[O-])c2)cc1OC
  i	0.9	-8%	.	13%	.	.	0.5%	.	.	.
[31] CCCNC(=O)C12CCC(C)(c3nc4cc(C)c(C)cc4nc31)C2(C)C (stereo not given)
  i	0.4	-7%	1%	2%	1	-3.0%	-0.5%	1%	23	-13
[32] Cc1cc(NC(=O)Cn2nc(-c3ccccc3F)ccc2=O)ccc1-n1cnnn1
  i	8.1	-2%	-1%	0%	1.1	-7.1%	1.7%	-1%	6	13
[33] COc1cc(C2Nc3ccccc3NC3=C2C(=O)CC(C)(C)C3)cc(OC)c1OC(C)=O (stereo not given)
  i	0.6	-4%	.	4%	.	.	2.1%	.	.	.
[34] COC(=O)c1c(N2C(=O)CC(Sc3ccccc3C(=O)O)C2=O)sc2c1CCCC2 (stereo not given)
  i	0.3	6%	-5%	2%	0.9	-4.8%	0.0%	-2%	13	18
[35] CC(C)c1nc2sc3c(SCC(=O)NCc4ccco4)ncnc3c2c2c1CCC2
  i	1.5	4%	-12%	21%	1	-37%	0.2%	-5%	5	1
[36] O=C1NC(=S)S/C1=C/c1ccc(OC(=O)c2ccco2)cc1
  +	1.8*	-9%	.	0%	.	.	2.5%	.	.	.
[37] CC(=O)c1ccc(NC(=O)C(C)N(C)CC(=O)Nc2ccccc2Cl)cc1 (stereo not given)
  i	0.2	4%	-2%	77%	1.2	-6.0%	1.6%	-6%	-9	-12
[38] c1ccc(-c2noc(CN3CCN(c4cnccn4)CC3)n2)cc1
  i	0.1	-7%	31%	1%	1.1	-4.9%	-0.3%	0%	5	4
[39] COc1ccc(CNc2ncc(-c3ccc(F)cc3)n2C)cc1OC
  i	0.6	-4%	.	9%	.	.	0.6%	.	.	.
[40] Cc1nn2c(=O)cc(CSc3ccccc3NC(=O)c3ccccc3F)nc2s1
  i	3.8	-2%	.	-2%	.	.	4.8%	.	.	.
[41] COc1ccc(/C(C)=N/NC2=NCCN2)cc1Cl
  i	0.6	5%	.	9%	.	.	-0.6%	.	.	.
[42] CCN(CC(=O)Nc1cccc(C#N)c1)CC(=O)Nc1cccc(OC)c1
  i	0.8	-3%	-8%	6%	1.1	-9.0%	0.4%	-6%	3	-17
[43] COC(=O)c1ccc(/C=C/c2c(-c3ccc(OC)cc3)oc3ccc(N4CCOCC4)cc23)cc1
  i	0.7	-5%	.	-5%	.	.	-1.7%	.	.	.
[44] CC(=O)c1ccc(NC(=O)C(C)Sc2ccccn2)cc1 (stereo not given)
  i	0.4	-2%	15%	0%	1.1	-2.9%	0.6%	9%	-20	5
[45] O=C(Nc1ccc2c(c1)oc1ccccc12)c1ccc(Br)o1
  i	0.5	-11%	2%	13%	1.1	-9.0%	4.4%	10%	16	16

A different layout for 2 compounds above.
entry | SMILES | Myeloid diff MLP | Myeloid diff MLP GFP+ MAC1+ % | Salmonella PhoP GFP | PMI inhibitors | Siah-1 displacement | TNAP activators | XIAP displacement | RSV CPE inhibition | PMI inhibition | WT yeast gro inh | WT yeast gro inh mutant strain
37 | CC(=O)c1ccc(NC(=O)C(C)N(C)CC(=O)Nc2ccccc2Cl)cc1 (stereo not given) | i | 0.2 | 4% | -2% | 77% | 1.2 | -6.0% | 1.6% | -6% | -9 | -12
32 | Cc1cc(NC(=O)Cn2nc(-c3ccccc3F)ccc2=O)ccc1-n1cnnn1 | i | 8.1 | -2% | -1% | 0% | 1.1 | -7.1% | 1.7% | -1% | 6 | 13
